EP2 antag: human EP2 receptor antagonists, primary screen, TR-FRET cAMP, C6 glioma cells | Prostaglandin E2 receptor EP2 subtype (Homo sapiens), P43116 | inhibition, % at 25 µM | actives 0.52% (n = 260,000) | C6 glioma cells expressing human EP2; cells stimulated with saturating PGE2 | AID 1422, 2008;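 active = percent inhibition above 40 after rounding to a whole number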;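 note: rat C6 glioma host cells with rolipram phosphodiesterase inhibitor present; the protocol text gives 20 µM as final concentration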
Target sequence (P43116 whole entry, looked up): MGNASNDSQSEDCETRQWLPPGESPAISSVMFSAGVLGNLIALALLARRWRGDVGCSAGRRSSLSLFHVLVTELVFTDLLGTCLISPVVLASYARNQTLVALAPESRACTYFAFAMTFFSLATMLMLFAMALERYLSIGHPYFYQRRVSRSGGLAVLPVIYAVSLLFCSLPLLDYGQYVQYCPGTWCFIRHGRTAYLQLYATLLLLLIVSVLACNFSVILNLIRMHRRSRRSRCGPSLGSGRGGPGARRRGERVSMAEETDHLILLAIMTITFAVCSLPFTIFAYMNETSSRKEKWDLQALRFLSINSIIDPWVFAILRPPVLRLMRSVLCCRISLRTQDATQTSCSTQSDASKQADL
Tb hexokinase: Trypanosoma brucei hexokinase 1 inhibitors, primary screen, biochemical, G6PDH-coupled NADH absorbance, MLSCN library | hexokinase 1 [Trypanosoma brucei] | recombinant TbHK1, G6PDH-coupled NADH A340 | inhibition, % at 10 µM | actives 0.11% (n = 220,000);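 active = inhibition of 50% or more in the single-dose primary screen; inactive = inhibition below 50%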
Wee1 stabilizer: Wee1 degradation inhibitors, primary screen, cell-based, HeLa, Wee1K328M-luciferase, luminescence. actives 1.2% (n = 220,000). reporter increase, % at 5 µM. HeLa Luc-Wee1K328M stability; 100% = proteasome inhibitor MG132 effect. AID 1321, 2008;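 active = activation above the mean of all tested compounds plus 3 SD, set per screening run, cut at about 8.8% in these data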;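 note: cells exposed to compound for 20 h before luminescence read; 0% = DMSO alone and 100% = MG132 at 30 µM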
Target sequence (P30291 whole entry K328M): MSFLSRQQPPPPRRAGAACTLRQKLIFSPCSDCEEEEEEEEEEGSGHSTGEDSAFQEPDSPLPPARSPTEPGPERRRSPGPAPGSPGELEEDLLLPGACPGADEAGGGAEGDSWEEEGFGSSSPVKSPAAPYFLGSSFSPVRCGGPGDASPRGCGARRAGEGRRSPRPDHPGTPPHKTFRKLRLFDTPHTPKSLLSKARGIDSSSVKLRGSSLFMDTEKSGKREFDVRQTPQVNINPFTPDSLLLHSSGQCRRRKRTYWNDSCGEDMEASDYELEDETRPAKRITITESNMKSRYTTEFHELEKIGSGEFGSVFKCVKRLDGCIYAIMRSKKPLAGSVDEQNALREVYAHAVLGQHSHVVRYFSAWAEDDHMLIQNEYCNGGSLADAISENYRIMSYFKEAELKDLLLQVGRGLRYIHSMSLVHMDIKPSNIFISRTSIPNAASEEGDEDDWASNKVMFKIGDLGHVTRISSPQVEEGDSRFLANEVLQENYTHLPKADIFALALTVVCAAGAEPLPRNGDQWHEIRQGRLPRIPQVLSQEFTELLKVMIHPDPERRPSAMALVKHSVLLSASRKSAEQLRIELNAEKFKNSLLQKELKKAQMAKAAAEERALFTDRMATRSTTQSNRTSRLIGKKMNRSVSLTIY
TNF death inh: inhibitors of TNF-alpha triggered necroptosis, primary screen, cell-based, Jurkat FADD-/-, single concentration | AID 463075, 2010 | activation (protection from cell death), % at 10 µM | actives 0.068% (n = 220,000) | Jurkat FADD-/- TNF necroptosis rescue, ATP luminescence, 24 h; 0 = TNF only, 100 = no-TNF cells;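 active = activation, meaning protection from cell death, of at least 50% relative to plate controls; inactive = activation below 50%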;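 note: necroptosis triggered by 40 ng/mL TNF-alpha added together with compound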
CHOP inhibitor: inhibitors of CHOP promoter induction, primary screen, cell-based, unfolded protein response, luciferase reporter; CHO-K1 CHOP-promoter luciferase, tunicamycin-induced, 15-18 h; actives 3.8% (n = 220,000); inhibition, % at 10 µM;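 active = compounds that reduced the stress-induced luciferase reporter signal by more than about 70% of percent inhibition, limit read from the data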;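 note: 0% = tunicamycin plus vehicle and 100% = wells without tunicamycin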
FXIIa inh: human FXIIa protease inhibitors, primary screen, biochemical, 1536-well; Coagulation factor XII (Homo sapiens), P00748; purified FXIIa, Boc-QGR-AMC fluorogenic substrate, 2 h; inhibition, % at 5 µM; actives 0.3% (n = 220,000); AID 800, 2007; in the data active = inhibition above about 40%;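 note: 0% = enzyme with no compound and 100% = blank without enzyme; many of its hits are not listed in these tables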
FXIa inh 1536: human FXIa protease inhibitors, primary screen, biochemical, 1536-well; Coagulation factor XI (Homo sapiens), P03951; actives 0.14% (n = 220,000); purified FXIa, Boc-Glu-Ala-Arg-AMC fluorogenic substrate; inhibition, % at 5 µM;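 active = inhibition of at least 40%; inactive = inhibition below 40%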;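 note: fluorescence of freed AMC excited at 355 nm; 0% = enzyme without compound and 100% = no enzyme blank; many of its hits are not listed in these tables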
PPC-1+TRAIL kill: compounds killing PPC-1 cancer cells with TRAIL present, primary screen, TRAIL potentiator project, ATPLite luminescence, uHTS; PPC-1 cells + TRAIL, ATPLite viability luminescence; cell killing (% activity), % at 4 µM; actives 0.41% (n = 220,000); AID 1443, 2008;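 active = cell killing above 50% in the first pass at 4 µM, then a duplicate retest at 5 µM averaging 50% or more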;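 note: plate controls were cells with TRAIL plus DMSO for no effect and medium-only wells lacking cells for full effect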
L929 necroptosis: inhibitors of zVAD-triggered necroptosis, primary screen, L929 cells; actives 0.38% (n = 220,000); viability rescue, % at 10 µM; AID 1377, 2008; L929 zVAD necroptosis rescue, ATP luminescence, 24 h; with zVAD 60 µM;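 active = activation, scaled between plate controls, above about 75%, limit read from the data; inactive = activation under that limit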;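 note: 0% = zVAD with DMSO and 100% = DMSO alone without zVAD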
Numbers without * were called inactive; . = no result given; & = joins results of further samples; [ ] = remark or other dose.

SMILES | EP2 antag | Tb hexokinase | Wee1 stabilizer | TNF death inh | CHOP inhibitor | FXIIa inh | FXIa inh 1536 | PPC-1+TRAIL kill | L929 necroptosis
Cc1nc(-c2ccccc2)sc1C(=O)CSc1ccc(Cl)cc1 | 11.0 | 0.3 | -0.5 | -1.9 | 16.8 | 3.8 | -10.5 | 11.6 | 0.0
COCCNC(=O)CSc1nc2nc(C)cc(C)n2n1 | 11.6 | 3.9 | 0.9 | -1.7 | 24.5 | 4.6 | -5.8 | 7.9 | 0.1
COc1ccccc1CC(=O)Nc1cccc(C)n1 | 9.6 | -2.5 | -1.2 | 1.7 | 13.7 | 4.5 | -2.3 | 7.0 | 6.3
C=CCn1c(SCCOc2ccc(OC)cc2)nnc1C(C)NC(=O)c1ccc(OC)cc1 (stereo not given) | 7.7 | -9.5 | -1.0 | 1.1 | 19.5 | 8.5 | -3.9 | 12.1 | -0.3
O=C(NCCCN1CCOCC1)c1cc(-c2ccc(F)cc2)on1 | 6.3 | -0.1 | -1.1 | -5.9 | 46.4 | 17.3 | -0.5 | 8.1 | 4.4
S=C(NCC1CCCO1)N1CCN(c2ccccc2)CC1 (stereo not given) | 13.8&7.2 | -1.3 | 0.4 | -1.0 | -9.3 | 5.1 | -1.6 | 27.5 | 1.2
Cc1ccc(NC(=S)N/N=C2\CC3CC=CC23)c(C)c1 (stereo not given) | 8.7 | 1.5 | 1.3 | -1.4 | -36.2 | -0.4 | 0.5 | . | 0.3
Cc1ccc(C)c(OC(=O)c2cncc(Br)c2)c1 | 6.5 | -2.4 | -2.3 | 0.3 | -23.0 | -2.6 | 3.9 | 2.0 | 0.9
O=C(O)COn1c(-c2ccccc2)nc2ccc(Cl)cc21 | 6.3 | 0.6 | 0.5 | -0.7 | -5.3 | 9.7 | -0.2 | 48.7 | 0.4
CC(=O)Nc1ccc(-c2csc(N/N=C(/C)c3ccccc3)n2)cc1 | 9.3 | -29.4 | -2.7 | -10.9 | -3.4 | 11.1 | 3.3 | -4.5 | 2.1
O=C(O)COc1ccccc1/C=N/NC(=O)CSc1nc2ccccc2s1 | 5.3 | -8.0 | -3.1 | 2.2 | 11.7 | 6.5 | -2.2 | -13.6 | 0.2
COC(=O)C1=C(C)Nc2nnnn2C1c1cccs1 (stereo not given) | 6.8 | 0.5 | -2.3 | -0.1 | 41.8 | 15.1 | 4.3 | 13.8 | 0.0

Given with two lines to a compound: four of the compounds above.
The line under a structure holds: EP2 antag	Tb hexokinase	Wee1 stabilizer	TNF death inh	CHOP inhibitor	FXIIa inh	FXIa inh 1536	PPC-1+TRAIL kill	L929 necroptosis
COc1ccccc1CC(=O)Nc1cccc(C)n1
 : 9.6	-2.5	-1.2	1.7	13.7	4.5	-2.3	7.0	6.3
Cc1nc(-c2ccccc2)sc1C(=O)CSc1ccc(Cl)cc1
 : 11.0	0.3	-0.5	-1.9	16.8	3.8	-10.5	11.6	0.0
Cc1ccc(C)c(OC(=O)c2cncc(Br)c2)c1
 : 6.5	-2.4	-2.3	0.3	-23.0	-2.6	3.9	2.0	0.9
O=C(O)COn1c(-c2ccccc2)nc2ccc(Cl)cc21
 : 6.3	0.6	0.5	-0.7	-5.3	9.7	-0.2	48.7	0.4

The list goes on:
SMILES | EP2 antag | Tb hexokinase | Wee1 stabilizer | TNF death inh | CHOP inhibitor | FXIIa inh | FXIa inh 1536 | PPC-1+TRAIL kill | L929 necroptosis
Cc1c(N(C(=O)c2cnccn2)C2(C(=O)NC3CCCC3)CCCCC2)c(=O)n(-c2ccccc2)n1C | 5.4 | -3.9 | 4.2 | 1.2 | 5.8 | 5.9 | -5.0 | 6.7 | 0.8
COC(=O)C1CC(O)CN1S(=O)(=O)c1cccs1 (stereo not given) | 6.5 | 4.9 | 2.5 | -0.3 | -3.1 | 26.2 | 9.3 | 4.2 | 1.2
CCc1ccc(N=C2N=C(N)c3ccccc32)cc1 | 11.3 | -11.4 | 2.0 | -7.7 | 31.5 | 13.6 | -7.8 | 25.9 | 0.0
Cc1cc(C)n(-c2cc(N3CCN(S(=O)(=O)c4ccc(C)c(C)c4)CC3)ccc2[N+](=O)[O-])n1 | 11.0 | -0.9 | 2.5 | -9.0 | 55.1 | 11.1 | 0.9 | 5.7 | -0.4
Cc1nnc(NC(=O)CCCN2C(=O)c3ccccc3C2=O)s1 | 9.6 | 3.1 | -0.8 | 0.7 | 20.6 | -1.1 | -6.5 | 1.2 | 1.0
Cc1cccc(NC(=O)c2c(F)c(F)c(F)c(F)c2F)c1 | 14.7 | 1.5 | 0.2 | 1.7 | 39.8 | 1.4 | -5.4 | 8.5 | 0.5
O=C(NNC1=NS(=O)(=O)c2ccccc21)c1ccccc1 | 6.0 | -39.8 | -0.2 | 2.1 | -8.8 | 5.3 | -2.6 | 30.1 | -0.4
COc1ccc(-c2nc(N)n[nH]2)cc1 | 13.6 | 1.1 | 4.6 | 1.6 | -1.6 | 10.5 | 2.9 | -10.6 | 0.4
O=C(Nc1ccc(F)cc1)Nc1ccc(Cl)cn1 | 4.8 | 25.9 | -1.3 | 12.7 | 8.7 | 7.5 | -3.9 | 49.0 | 75.8*
COc1ccc2sc3ccccc3c(=O)c2c1 | 15.3 | 3.6 | 2.4 | -4.1 | 51.1 | -6.5 | 9.9 | 8.5 | 0.2
Cc1cccc(Nc2nnc(SCC(=O)Nc3ccc(C(=O)O)cc3)s2)c1 | 5.8 | 10.3 | -1.3 | -0.2 | 6.3 | 3.6 | -4.4 | 22.8 | 0.4
COc1ccc(NC(=O)C2=Cc3ccccc3OC2)cc1 | 3.1 | -19.6 | 4.1 | -0.8 | 23.4 | 15.9 | 5.3 | 17.4 | -0.2
CCSc1nnc(NC(=O)c2cc3c(s2)CCCC3)s1 | 3.0 | -12.4 | 4.5 | 1.7 | 37.5 | 2.1 | -2.2 | 12.8 | 3.3
COc1cc(C2CC(=O)N3CN(Cc4ccco4)CSC3=C2C#N)ccc1OCc1ccccc1 (stereo not given) | 10.8 | -22.5 | -2.1 | -1.3 | 36.9 | 12.6 | 3.9 | 1.6 | 0.5
S=C(NC1CCCCC1)N1CCOCCOCCN(C(=S)NC2CCCCC2)CCOCC1 | 8.8 | -17.5 | -0.7 | -0.7 | 41.1 | 5.8 | -0.2 | -4.7 | 0.6
COc1ccc(C(=O)N2CCc3cc(OC)c(OC)cc3C2)cc1OC | 11.6 | -7.9 | -3.3 | -0.9 | 14.1 | -1.3 | -5.4 | 17.5 | 0.6
CCc1nn2cc(-c3ccccc3)nc2s1 | 10.8 | 2.0 | -0.4 | -3.2 | 67.5 | 7.3 | 5.8 | 57.6*[5 µM] | 0.7
c1ccc(CCNc2ncnc3scc(C4COc5ccccc5O4)c23)cc1 (stereo not given) | 5.8 | -6.6 | 2.4 | -2.6 | 61.7 | -2.5 | -1.7 | 22.7 | -0.2
CCCCC1CC1C(=O)Nc1ncc2c(n1)CC(C)(C)CC2=O (stereo not given) | 6.9 | -0.7 | 0.3 | 0.4 | 31.5 | 10.3 | 2.3 | 18.1 | 0.7
Cc1cc(C)cc(SCc2noc(C(=O)NC(C)C)c2C(=O)O)c1 | 21.5 | -0.7 | 1.9 | -1.0 | 26.6 | 5.7 | 2.1 | -3.0 | -0.2
CCC(C)C(NS(=O)(=O)c1ccc(C)cc1)C(=O)Oc1ccc2c3c(c(=O)oc2c1)CCC3 (stereo not given) | 20.9 | 13.7 | -0.9 | -3.3 | -1.8 | 8.2 | 12.8 | -6.5 | 0.2
CCN1C(=O)C2C(C1=O)N1C(c3cccs3)C3C(=O)N(CC)C(=O)C3N1C2c1cccs1 (stereo not given) | 0.9 | 1.1 | -1.8 | 0.5 | -18.0 | 12.9 | 2.9 | -29.5 | -0.1
COc1ccc(-c2noc(-c3ccccc3C(=O)Nc3cccnc3)n2)cc1OC | 14.5 | -1.2 | 1.8 | -0.3 | -6.5 | 5.6 | -11.2 | 13.9 | 0.0
O=C(O)c1cccc(NC(=S)N/N=C/c2cccnc2)c1 | 7.4 | -11.1 | -1.7 | 0.9 | 1.9 | 4.0 | -2.8 | 17.4 | 1.5
CCn1cc(C(=O)NNC(=O)c2ccc(Cl)cc2)c(=O)c2ccc(C)nc21 | -1.7 | -0.9 | 4.5 | 0.7 | 12.0 | 5.1 | -3.9 | 8.0 | 1.4
COc1ccc(S(=O)(=O)N2CCC(N3CCCCC3)CC2)cc1 | 5.9 | 0.2 | 6.3 | 0.9 | -5.4 | 22.3 | 3.9 | 18.3 | 0.3
COc1ccc(-c2nc(NC(=O)Cn3ccc(C(F)(F)F)n3)sc2C)cc1 | -0.9 | 3.8 | 0.0 | 2.4 | 103.3* | 7.1 | -1.9 | -3.9 | 0.2
Cc1ccc(-n2ncc3c(=O)n(CC(=O)NCc4ccco4)cnc32)cc1 | 6.7 | 2.4 | -2.8 | -4.6 | 34.4 | -4.4 | -3.0 | -1.9 | 0.5
COc1ccc(-c2nn(-c3ccccc3)cc2/C=C/C(=O)OCC(=O)Nc2ccccc2C#N)cc1 | 12.5 | -10.4 | 1.0 | -0.1 | 67.8 | 0.2 | -5.4 | 23.0 | -1.4
Cc1ccccc1/C=C/C12NC(=O)CN1c1ccccc1C2(C)C (stereo not given) | 8.6 | 6.7 | 2.0 | -4.6 | 6.0 | 2.9 | -4.1 | 6.8 | 0.1
Cc1cccc(-[n+]2c(C)cc(C)c3c(=O)[nH]c(=O)[nH]c32)c1 | 7.2 | -24.6 | -3.6 | 1.3 | 14.6 | -30.5 | -13.6 | 1.6 | 0.1
N#CCSc1nc2ccccc2c(=O)n1CCCC(=O)NCC1CCCO1 (stereo not given) | 6.8 | -0.8 | -2.8 | 0.2 | -6.2 | 5.4 | 0.8 | 14.4 | 0.3
COc1ccc(NC(=O)C23CC4CC(C2)CC(n2cnc(Br)n2)(C4)C3)c(C)c1 | 7.6 | 7.6 | -1.8 | -0.9 | -1.8 | 10.6 | 6.0 | 8.1 | -0.2
CC(C)(C)Nc1c(-c2cccs2)nc2ccccn12 | 6.3 | -12.3 | -3.1 | 0.8 | 13.6 | 3.7 | -4.0 | -2.3 | 0.1
Cc1cc(Nc2ccc3c(c2)OCCO3)c2ccccc2n1 | 14.4 | -16.7 | -2.0 | 4.2 | -2.4 | 9.7 | 8.5 | 47.3 | -0.3
O=C(O)c1ccccc1N(Cc1ccccc1)C(=O)COc1ccccc1 | 7.0 | -9.5 | -2.1 | -1.1 | 1.3 | 6.5 | 1.4 | 18.8 | -0.1
CCn1ncc(C2=NOC(C(=O)NCc3ccccc3)C2)c1C (stereo not given) | 9.0 | -3.0 | 2.0 | -15.9 | . | 15.5 | 1.9 | 10.1 | -0.5
CN1CCN(C(=O)CN(c2cccc(Br)c2)S(=O)(=O)c2ccccc2)CC1 | 3.6 | -2.0 | -2.0 | 0.7 | 19.3 | 8.8 | 1.9 | -1.7 | -0.1
CCN=C1S/C(=C\c2cn(CC)c3ccccc23)C(=O)N1CC | 3.8 | -6.8 | 1.8 | 1.7 | 6.8 | 17.1 | -5.6 | -10.1 | 0.1

High-throughput results deposited in PubChem by several laboratories.

Some of the compounds tested; the hit share may differ from the screen's.
